# EPAC2 agonist – qHTS for Agonist of cAMP-regulated guanine nucleotide exchange factor 4 (EPAC2): primary screen; Rap guanine nucleotide exchange factor 4 (Homo sapiens), Q8WZA2; EPAC2 activation, biochemical qHTS; response scale: 100% = 6.5 mM cAMP response; Potency, µM (doses to about 154 µM), for the others: at the highest dose activation, actives largely listed as activators; 360,000 compounds, 0.079% hits; AID 720711, 2013; also: potency is read from the fitted curve at half-maximal effect; nearly all actives have a fitted effect of over 50% in size
#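 qHTS, titration series. 100 nM EPAC2 / 250 nM Rap1B-BODIPY-GDP / 50 uM GDP; RT; ex 480/em 540 nm, 5-min reads to 30 min. Norm. to 6.5 mM cAMP = activation.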
# FUS suppressor – qHTS for Suppressors of FUS Proteinopathy: Primary screen using FUS-linked yeast assay | AID 1347120, 2019 | 390,000 compounds, 0.24% hits | S. cerevisiae FUS-expressing, growth rescue, OD600, 24 h | Potency, µM (series often up to 76.6 µM), for the others: top-dose growth rescue (activation), actives largely listed as activators;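 also: potency is read from the fitted curve at half-maximal effect; plate controls were DMSO vehicle for no effect and reference control for full effect; nearly all actives have a fitted effect of over 55% in size; some results filed as inactive show a strong effect at the top dose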
#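 Restored growth of FUS-toxic S. cerevisiae, read as 600 nm absorbance after 24 h at 30C in galactose medium (starting OD 0.005). Controls CP55940 and DMSO.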
# EPAC2 antag – qHTS for Antagonist of cAMP-regulated guanine nucleotide exchange factor 2 (EPAC2): primary screen; Potency, µM (top dose mostly 114 µM), without a hit: at the top dose activity, negative = inhibition, most hits filed as inhibitors; Rap guanine nucleotide exchange factor 4 (Homo sapiens), Q8WZA2; 360,000 compounds, 0.18% hits; EPAC2 GEF exchange of Rap1B-BODIPY-GDP, fluorescence; AID 720708, 2013; also: potency is read from the fitted curve at half-maximal effect; % is scaled to controls: 0 for no effect and ±100 for the full control effect; nearly all actives have a fitted effect of over 45% in size; many of its hits are not listed in these tables
# aSyn rescue – qHTS of alpha-syn Inhibitors | Yeast expressing alpha-synuclein, growth rescue, BacTiter-Glo, 24 h | AID 652106, 2013 | Potency, µM (doses to about 46.1 µM), without a hit: at the top dose growth rescue (activation), hits mostly activators | 370,000 compounds, 0.14% hits; also: potency is read from the fitted curve at half-maximal effect; % of control where 0% means no effect; nearly all actives have a fitted effect of over 65% in size
#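 Rescue of yeast growth: cells expressing toxic alpha-synuclein, induced in galactose at OD600 0.02, incubated with compound 24 h at 30 C. ATP luminescence quantified growth; inhibitors of toxicity appear as activators.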
# DRD3 antagonist – qHTS of D3 Dopamine Receptor Antagonist: qHTS. D(3) dopamine receptor (Homo sapiens), P35462. D3R cells, DiscoveRx beta-arrestin luminescence, antagonist mode; active compounds read low. max response, negative = inhibition, %. 360,000 compounds, 2.5% hits; in the data active = max response below about -50%; inconclusive = no clear call, values can overlap the other calls; also: % is scaled to controls: 0 for no effect and ±100 for the full control effect; mostly tested at two doses, the higher about 12 µM
# Target sequence (P35462 whole entry, looked up): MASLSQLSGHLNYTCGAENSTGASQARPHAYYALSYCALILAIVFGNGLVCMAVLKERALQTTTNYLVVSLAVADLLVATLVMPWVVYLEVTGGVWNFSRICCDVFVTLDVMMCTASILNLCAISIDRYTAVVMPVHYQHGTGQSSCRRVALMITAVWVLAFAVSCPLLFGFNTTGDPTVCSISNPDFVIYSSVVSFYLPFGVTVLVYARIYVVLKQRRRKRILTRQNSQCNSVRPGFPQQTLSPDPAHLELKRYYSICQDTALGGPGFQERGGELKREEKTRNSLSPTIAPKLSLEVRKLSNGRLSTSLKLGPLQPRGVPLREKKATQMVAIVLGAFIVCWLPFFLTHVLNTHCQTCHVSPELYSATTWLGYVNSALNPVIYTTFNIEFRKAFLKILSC
#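 Cells expressing the human receptor were seeded at 1500 cells/well, incubated overnight at 37 degrees C in 5% CO2, then exposed to library compounds with dopamine controls for 90 minutes at 37 degrees C before luminescent detection.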
# DRD3 agonist – qHTS of D3 Dopamine Receptor Agonist: qHTS | D3R DiscoveRx beta-arrestin cells, luminescence, 90 min | max activation, % | 410,000 compounds, 0.58% hits; in the data active = max activation above about 30%; also: 0% is about no effect; mostly tested at two doses, the higher about 12 µM
#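 Agonist-mode cell screen: cells plated at 1500/well and incubated overnight at 37 °C, then exposed to library compounds for 90 min at 37 °C. Detection reagent was added for 30–60 min at room temperature, and luminescence was read.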
# TDP43 rescue – qHTS of TDP-43 Inhibitors; TDP-43 expressing yeast growth rescue, BacTiter-Glo, 24 h; Potency, µM (doses to about 46.1 µM), for inactives: top-dose growth rescue (activation), actives largely listed as activators; 410,000 compounds, 1.8% hits; also: potency is read from the fitted curve at half-maximal effect; % of control where 0% means no effect; nearly all actives have a fitted effect of over 50% in size
#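 Growth rescue of TDP-43-toxic yeast measured as ATP luminescence (BacTiter-Glo). Cells grown to mid-log in raffinose, induced in galactose at OD600=0.02, exposed to compound 24 hr at 30 deg C.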
# Abeta yeast res – qHTS for compounds that reverse cellular toxicity of Amyloid beta (A-beta) peptide in yeast: Primary Screen | AID 1347071, 2019 | yeast expressing A-beta42, growth rescue, OD600, 48 h; response scale: 0% DMSO, 100% iron-clioquinol control | Potency, µM (top dose mostly 46.1 µM), inactives show at the top dose growth rescue, actives largely listed as activators | 410,000 compounds, 0.063% hits; also: potency is read from the fitted curve at half-maximal effect; nearly all actives have a fitted effect of over 55% in size
#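 Yeast growth medium received pinned compounds, then yeast cells expressing toxic A-beta were added; plates incubated at 30 C for 48 hr. Growth read as absorbance at 600 nm, normalized to DMSO and equimolar FeCl3 plus clioquinol controls.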
# Active calls of the source: *; ? = inconclusive; . = not tested or not shown; & = joins results of further samples; [ ] = dose if it differs, or a comment. Unless noted, calls follow the shape of the dose curve; as a rule, active = well fitted curve in the direction sought with a large enough effect; inconclusive = small, poorly fitted or top-dose-only effect, or another doubt; inactive = no such curve, though single readings can be large; an effect the other way counts as inactive or inconclusive. A portion of the library; count on the stated rates, not on these rows.
SMILES,EPAC2 agonist,FUS suppressor,EPAC2 antag,aSyn rescue,DRD3 antagonist,DRD3 agonist,TDP43 rescue,Abeta yeast res
O=C(c1ccc(S(=O)(=O)Nc2ccccc2)cc1)N1CCCCCCC1,10%,23%,5%,21%,-10,5,-15%,9%
Cc1oc(-c2cccc(Cl)c2)nc1CN1CCC(C(=O)NCCCN2CC(C)CC(C)C2)CC1 (stereo unspecified),1%,-13%,2%,6%,-12,-15,10%,.
O=C1Nc2ccc(NS(=O)(=O)c3cccs3)c3cccc1c23,-6%,.,-1%,-1%,?,-26,16%,-10%
Cn1c(SCC(=O)NCC2CCCO2)nnc1-c1c[nH]c2ccccc12 (stereo unspecified),14%,-17%,-7%,-2%,-12,-5,3%,-9%
CC(C)C1Oc2cc3oc(=O)ccc3cc2C1=O (stereo unspecified),3%,11%,-10%,1%,-11,-4,-20%[1.82 µM],-6%
CCCn1ncc(CN2CCC(n3nccc3NC(=O)CCc3ccccc3)CC2)c1C,2%,-4%,3%,-1%,-8,-6,9%,16%
Fc1ccc(-c2ccnc(=S)[nH]2)cc1,2%,-23%,-5%,0%,-18,-17,10%,-27%
Cc1ccc(CC2C(=O)N(CC(=O)O)C(=O)C2C)cc1 (stereo unspecified),-8%,-10%,-5%,.,12,1,3%,2%
CC1CCN(c2ncnc3c2cnn3-c2ccccc2)CC1,20%,11%,1%,7%,2,5,?,-31%[inhibitor]
Cc1ccc(CCN2CC(C(=O)NCCCOC(C)C)CC2=O)cc1 (stereo unspecified),-4%,14%,11%,1%,13,-8,-14%,18%
CCOC(=O)C1=C(O)C(=O)NC(c2ccccc2)=C(OCC)C1,-1%,-2%,2%,-1%,-25,-6,-11%,1%
Cc1ccccc1C1NC(=S)NC2=C1C(=O)CC(C)(C)C2 (stereo unspecified),-3%,-8%,18%,1%,-12,0,17%,-14%
Cc1ccc([N+](=O)[O-])cc1NC(=O)c1ccoc1C,-5%,.,-3%,-1%,19,4,6%,-21%
O=S(=O)(c1ccc(Cl)c(C(F)(F)F)c1)N1CCN(c2ccccn2)CC1,2%,-10%,-13%,14%,1,3,-4%,-17%
CCN(CC)S(=O)(=O)c1ccc2c(c1)N(CC(=O)N(C)Cc1ccccc1)C(=O)CO2,.,9%,.,.,.,-19,-1%,-7%
Cc1ccc2c(=O)cc(C(=O)Nc3ccc(S(=O)(=O)N4CCCCCC4)cc3)oc2c1C,.,-14%,.,.,.,-4,26%,-11%
O=C1CC(c2ccccc2)C(=O)N1c1cccc(O)c1 (stereo unspecified),12%,-17%,3%,?,20,4,11%,1%
O=C(CN1CCN(S(=O)(=O)c2ccc(Br)s2)CC1)N1CCc2ccccc21,13%,-33%,14%,0%,-27,-5,0%,5%
CCn1c(C(=O)NCc2ccccc2Br)cc2oc3ccccc3c21,.,-9%,.,-5%,.,42*,16%,-12%
O=C(NCCC(=O)N1CCN(S(=O)(=O)c2ccccc2)CC1)c1ccc(Br)cc1,1%,21%,23%,0%,-11,-12,-14%,16%
CN(C)c1ccc(C(=O)Nc2cccc(S(=O)(=O)NC3=NCCCCC3)c2)cc1,7%,36%,-5%,-2%,-10,1,-1%,-13%
O=C(Nc1nccs1)c1ccc2nccnc2c1,7%,11%,4%,1%,6,-1,-10%,4%
Cc1ccccc1NS(=O)(=O)c1cc(C(=O)N2CCc3ccccc3C2)ccc1C,-2%,.,6%,?,10,4,0%,-8%
CC1=C(C(=O)OCc2ccccc2)C(/C=C/c2ccccc2)NC(=S)N1 (stereo unspecified),15%,?,-15%,21%,?,-5,?,-72%[inhibitor]
O=C(Nc1ccc(O)c(-c2nc3ccccc3o2)c1)C1(c2ccc(Br)cc2)CCCC1,-3%,-9%,4%,-5%,-23,-3,1%,-8%
C=C(C)Cn1c(=O)c2c(nc3n2CCN3c2cc(C)cc(C)c2)n(C)c1=O,.,-19%,.,.,.,6,26%,-19%
COc1cc(OC)cc(C(=O)OCC(=O)NC(C)CCc2ccccc2)c1 (stereo unspecified),-7%,-12%,-12%,4%,11,3,-15%,-2%
COc1cccc(NC(=O)C2CCCN(S(C)(=O)=O)C2)c1 (stereo unspecified),2%,3%,6%,-3%,-18,-7,-9%,-3%
Cc1cccc(CNC(=O)Nc2nnc([C@H]3C[C@H](O)[C@@H](CO)O3)s2)c1,9%,-16%,7%,?,0,-6,-1%,-23%
N#CC1=C2SCN(C3CCCCC3)CN2C(=O)CC1c1ccc(Br)cc1 (stereo unspecified),.,21%,.,.,.,0,-49%[inhibitor],5%
CCSc1ccccc1-c1nc(-c2ccncc2)no1,15%,-6%,-16%,21%,-4,-1,?,-21%
COc1cc2c(cc1OC)C(COc1ccc(F)cc1)NCC2 (stereo unspecified),10%,-3%,7%,-1%,?,-5,-5%,-18%
CC(=C1C(=O)c2ccccc2C1=O)N1CCc2ccccc2C1,13%,-5%,-6%,12%,-23,-24,-26%,25%
CC(=O)/C=C(\C)Nc1ccc(-c2cnc(-c3ccccc3)o2)cc1,16%,.,2%,-9%,38,1,1%,-26%
Cn1nnc2c(N3CCN(c4ccc(F)cc4)CC3)ncnc21,.,8%,.,.,.,-9,?,-25%
CCCCN(C(=O)c1ccc(C)c(S(=O)(=O)N2CCOCC2)c1)c1c(N)n(CCCC)c(=O)[nH]c1=O,7%,.,17%,-4%,2,1,-4%,2%
O=C(OCC12CC3CC(CC(C3)C1)C2)c1ccc(NCc2cc(O)ccc2O)cc1,-7%,.,-18%,-1%,28,0,?,0%
COc1ccccc1-c1cc(C(F)(F)F)nc(S(=O)(=O)CCCC(=O)Nc2cc(C)on2)n1,-4%,30%,-3%,1%,-82*,-1,2%,7%
CC(C)N(CCC(=O)c1ccc2ccccc2c1)Cc1ccccc1,14%,-24%,-26%,-96%&-17%&-79%[inhibitor],-132*,-76,?,-56%[inhibitor]
COc1cc(NC(=O)C(=O)Nc2ccc3nc4n(c(=O)c3c2)CCCCC4)cc(OC)c1OC,6%,-22%&-22%,3%,-4%,31,1&8,17%&35%,8%&2%
COc1ccc(S(=O)(=O)NCc2ccco2)cc1N(C)S(=O)(=O)c1ccccc1,9%,3%,13%,-1%,-19,0,4%[9.22 µM],-1%
Cc1ccc2oc(=O)n(CCNC(=O)Nc3ccc(C)c(F)c3)c2c1,.,-1%,.,.,.,2,11%,4%
COc1ccc(N2C(=O)/C(=C\c3ccco3)N=C2SCC(N)=O)cc1Cl,1%,55%,-17%,2%,2,7,-9%,-6%
CCN(CC(=O)NCc1ccc(Cl)cc1)C(=O)CSc1ccc(Br)cc1,-4%,.,-3%,27%,0,3,?,-12%
COc1ccc(S(=O)(=O)N2CCC[C@@H]2C(=O)N2CCC[C@H]2C(=O)NCc2ccncc2)cc1C,11%,-3%,6%,0%,0,-9,-7%,-13%
CCn1cc(C(=O)NCC2CCCO2)c(=O)c2cc(S(=O)(=O)N3CCCCCC3)ccc21 (stereo unspecified),-8%,31%,4%,8%,17,3,?,-5%
Cc1ncc([N+](=O)[O-])n1S(=O)(=O)c1cc(Cl)ccc1Cl,5%,3%,1%,-4%,-24,-4,-15%,-3%
NC(=O)C1CCN(c2ccc(C(F)(F)F)cn2)CC1,3%,-13%,8%,10%,12,7,-22%,-13%
COc1cc(OC)cc(C(=O)NCC(=O)Nc2ccc(-c3ccccc3)cc2)c1,-7%,21%,?,-2%,-59*,-24,?,6%
CCOC(=O)c1c(C)[nH]c(C)c1-c1ccccc1OC,-13%,-25%,1%,6%,12,0,4%,2%
CCOC12NC(=O)CC(=O)N1C(c1ccccc1)=CS2 (stereo unspecified),1%,28%,-1%,7%,-6,2,23%,21%
CCc1cccc(CC)c1NC(=O)c1ccc2c(c1)CCN2S(=O)(=O)c1ccccc1,.,-25%,.,.,.,3,0%[9.22 µM],-12%
CCNC(=O)c1cccc(NC(=O)C2CC(=O)N(CCc3ccccc3)C2)c1 (stereo unspecified),-1%,.,11%,-6%,-13,-17,-3%,-20%
CC(C)(C)OC(=O)N1Cc2ccccc2C[C@H]1C(=O)NCC(=O)NC1CCCC1,7%,15%,6%,-11%,-3,-9,-9%,2%
O=C(Nc1ccc2c(c1)OCO2)c1ccc(NC2CC2)c([N+](=O)[O-])c1,4%,.,3%,5%,-4,-8,0%,2%
Cc1ccc(-c2cnc(C(O)c3cc(Cl)cc(Cl)c3)[nH]2)cc1 (stereo unspecified),17%,-8%,11%,2%,18,3,0%,13%
O=C(Nc1ccccc1)Nc1csc2ccccc12,22%,-12%,2%,-2%,4,-2,27%,11%
CCN(c1ccccc1)S(=O)(=O)c1cc(C(=O)NCC(c2ccco2)N2CCCCC2)ccc1C (stereo unspecified),8%,60%,-13%,-2%,0,-17,-11%,-2%
CCOC(=O)N1C=CC(C)=C[C@@H]2[C@@H](N3C(=O)c4ccccc4C3=O)C(=O)N21,6%,.,-3%,?,-14,2,?,9%

# Single records (already shown):
# Listed for `COc1ccc(N2C(=O)/C(=C\c3ccco3)N=C2SCC(N)=O)cc1Cl` = EPAC2 agonist: 1%; FUS suppressor: 55%; EPAC2 antag: -17%; aSyn rescue: 2%; DRD3 antagonist: 2; DRD3 agonist: 7; TDP43 rescue: -9%; Abeta yeast res: -6%
# Listed for `CC(C)C1Oc2cc3oc(=O)ccc3cc2C1=O` (stereo unspecified) = EPAC2 agonist: 3%; FUS suppressor: 11%; EPAC2 antag: -10%; aSyn rescue: 1%; DRD3 antagonist: -11; DRD3 agonist: -4; TDP43 rescue: -20%[1.82 µM]; Abeta yeast res: -6%

# Molecules from the list above that have a thiophene ring, fused or not:
SMILES,EPAC2 agonist,FUS suppressor,EPAC2 antag,aSyn rescue,DRD3 antagonist,DRD3 agonist,TDP43 rescue,Abeta yeast res
O=C1Nc2ccc(NS(=O)(=O)c3cccs3)c3cccc1c23,-6%,.,-1%,-1%,?,-26,16%,-10%
O=C(CN1CCN(S(=O)(=O)c2ccc(Br)s2)CC1)N1CCc2ccccc21,13%,-33%,14%,0%,-27,-5,0%,5%
O=C(Nc1ccccc1)Nc1csc2ccccc12,22%,-12%,2%,-2%,4,-2,27%,11%
